Cneo AK release = Cryptococcus neoformans lysis via adenylate kinase release | 0.2% of 360,000 active | lysis activity, % at 15 µM | AID 651654 | C. neoformans lysis, adenylate kinase release luminescence, 4 h; normalised: neutral wells 0, clomiphene wells 100;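 active = mean lysis activity across replicates of at least 80%, whatever share of replicates individually reach that level; inactive = mean lysis activity below 80%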
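read-out = cell lysis signal | test system = log-phase Cryptococcus neoformans yeast cells | input = cells at 5 × 10^6 per mL | medium = fresh YPD growth medium | signal = luminescent adenylate kinase detection reagent | timing = 4 h at 37 °C static, read 1 h later | dosing = single dose | controls = Clomiphene as positive lysis control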
E-sel inducer = E-selectin induction on HUVECs; P16581; HUVEC E-selectin immunofluorescence imaging; normalized: neutral wells 0, TNF-alpha wells 100; activation, % at 7.58 µM; 0.37% of 260,000 active;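 active = mean E-selectin-positive cell signal at least 10% of the positive control, reached in at least 60% of replicates, without over 20% cell loss; inconclusive = no rule given, readout overlaps actives, possibly toxicity-flagged; inactive = the rest, including those meeting only one limit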;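 also: in these data hits start at about 27%; measured in HUVEC primary endothelial cells; signal is the percent of cells scored E-selectin positive by PE staining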
Target sequence (P16581 whole entry, looked up): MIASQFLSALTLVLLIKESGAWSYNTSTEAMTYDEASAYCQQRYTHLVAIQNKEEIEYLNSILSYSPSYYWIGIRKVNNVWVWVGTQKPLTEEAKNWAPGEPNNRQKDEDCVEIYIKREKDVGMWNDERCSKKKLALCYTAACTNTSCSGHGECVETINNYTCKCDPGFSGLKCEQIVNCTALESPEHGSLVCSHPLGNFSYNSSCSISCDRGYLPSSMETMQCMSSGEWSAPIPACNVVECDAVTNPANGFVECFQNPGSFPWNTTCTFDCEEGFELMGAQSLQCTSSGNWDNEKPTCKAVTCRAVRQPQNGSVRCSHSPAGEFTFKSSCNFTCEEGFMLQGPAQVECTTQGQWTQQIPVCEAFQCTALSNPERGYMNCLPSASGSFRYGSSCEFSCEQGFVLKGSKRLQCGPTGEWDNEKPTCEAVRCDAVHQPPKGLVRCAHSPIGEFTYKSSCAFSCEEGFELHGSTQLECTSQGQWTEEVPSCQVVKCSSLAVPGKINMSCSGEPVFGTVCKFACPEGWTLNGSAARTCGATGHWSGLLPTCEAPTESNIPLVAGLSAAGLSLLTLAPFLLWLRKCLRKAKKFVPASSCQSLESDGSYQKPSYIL
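Assay system: HUVEC, human umbilical vein endothelial cells / Amount: 3,000 HUVEC/well / Controls: TNF-alpha positive control, DMSO neutral control / Compound dosing: single concentration / Medium: EGM-2 over gelatin coat / Evaluation: percent E-selectin-positive cells / Signal: immunofluorescence imaging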
RAD52 anneal inh = inhibitors of human RAD52 DNA annealing | inhibition, % at 18.7 µM | AID 651710 | recombinant RAD52 DNA annealing, FRET fluorescence | P43351 | 0.46% of 360,000 active;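 active = every replicate showing at least 50% inhibition; inconclusive = mean inhibition at least 50% but not in every replicate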
Target sequence (P43351 whole entry, looked up): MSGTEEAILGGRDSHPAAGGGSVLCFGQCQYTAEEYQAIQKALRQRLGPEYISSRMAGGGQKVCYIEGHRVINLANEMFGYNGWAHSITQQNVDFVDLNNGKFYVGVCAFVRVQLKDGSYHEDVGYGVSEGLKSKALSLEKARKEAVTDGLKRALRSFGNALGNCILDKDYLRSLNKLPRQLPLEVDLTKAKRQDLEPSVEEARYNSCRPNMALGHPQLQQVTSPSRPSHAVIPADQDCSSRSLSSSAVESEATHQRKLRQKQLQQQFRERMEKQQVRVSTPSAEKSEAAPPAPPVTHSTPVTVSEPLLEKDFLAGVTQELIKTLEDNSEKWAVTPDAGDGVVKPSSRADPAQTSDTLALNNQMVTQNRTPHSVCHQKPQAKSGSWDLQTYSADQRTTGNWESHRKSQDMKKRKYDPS
miR122 inh = miR-122 inhibition in Huh7 cells; 0.3% of 340,000 active; Huh7 miR-122 Renilla luciferase sensor, 48 h; neutral wells = 0, positive control = 100; activation (reporter increase), % at 12.5 µM;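 active = mean replicate activation score at least 90 and every replicate individually at or above 90; inconclusive = only one of the two criteria met; inactive = neither criterion met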;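 also: higher luciferase means less miR-122 activity so hits act as miR-122 inhibitors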
RAD54 inh = inhibitors of human RAD54 branch migration; Q92698; RAD54 Holliday junction branch migration, FAM/BHQ fluorescence; inhibition, % at 10.4 µM; 0.14% of 360,000 active;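 active = mean normalized replicate activity at least 40 and at least half of replicates scoring 40 or more; inconclusive = only one of the two criteria met; inactive = mean below 40 and under half of replicates reaching 40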;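 also: 0% = median of neutral control wells and 100% = median of positive control wells; inhibitors cause a drop in the FAM fluorescence signal; in these data hits start at about 50%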
PGC1a acetyl inh = PGC1a acetylation modulation, inhibitor mode. U2OS PGC1a acetylation, AlphaScreen anti-acetyl-lysine; with virally co-expressed GCN5 acetyltransferase. inhibition, % at 15.6 µM. 0.17% of 350,000 active;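 active = every replicate shows inhibition of at least 40%; inconclusive = mean inhibition at least 40% but some replicate below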;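 also: 0% = neutral control wells and 100% = positive control wells; some results beyond the cut were filed as inactive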
PglD inh = inhibitors of Campylobacter jejuni PglD acetyltransferase | purified PglD enzyme, DTNB colorimetric CoA detection | inhibition, % at 12.5 µM | 0.098% of 360,000 active; in the data active = inhibition above about 16%, passing the limit was not always enough; inconclusive = no clear call, values can overlap the other calls; also: strong numbers were not always called active
ERAP1 inh = inhibitors of human ERAP1 aminopeptidase. inhibition, % at 10.7 µM. AID 652197. Q9NZ08. recombinant ERAP1, Leu-AMC fluorescence, 60 min. 0.15% of 340,000 active;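 active = mean replicate inhibition of at least 30%, or all replicates individually reaching that 30% level; inactive = mean below 30% and not every replicate reaching it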;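 also: 0% = neutral control wells and 100% = L-leucinethiol positive control wells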
* = called active by the depositor; ? = inconclusive; . = not tested or not shown; [ ] = another dose, or the depositor's remark. The order is random; any-hit rate near 1.4%.

SMILES	Cneo AK release	E-sel inducer	RAD52 anneal inh	miR122 inh	RAD54 inh	PGC1a acetyl inh	PglD inh	ERAP1 inh
COc1ccc(S(=O)(=O)N(C)C[C@H]2Oc3ccc(NC(=O)Cc4cn(C)c5ccccc45)cc3CC(=O)N([C@H](C)CO)C[C@@H]2C)cc1	3	2.8	10	-9[16.7 µM]	-2	5	-4	1
CN1c2ccc(-c3ccc(C#N)cc3)cc2[C@H]2[C@H](CCN2C(=O)c2cccc(F)c2)[C@@H]1CO	8	-0.6	13	4[16.7 µM]	-1	6	-1	2
O=C(Nc1ccccn1)C1CCN(C(=O)Nc2ccccc2)CC1	.	0.3	-6	-1	6	-11	-2	4
Cn1c(=O)[nH]c(=O)c2c1nc(SCCN1CCCCC1)n2CCCc1ccccc1	1	.	.	-4	-10	-6	1	.
O=C1CNC[C@H]2[C@@H](c3ccc(C4=CCCC4)cc3)[C@@H](CO)N12	.	0.2	-7	.	.	3	.	-2
COc1ccccc1-c1csc(C(NC(C)=O)c2cccc(F)c2)n1 (stereo not given)	-2	0.1	-7	0	-18	.	1	0
O=C1C=C(c2ccnc3cc(Cl)ccc23)C[C@@H](c2ccc3c(c2)OCO3)C1	-3	-0.3	10	-15	8	2	6	2
CCn1c2ccccc2c2cc(NC(=O)COC(=O)c3ccccc3Br)ccc21	1	5.9	1	4	0	3	2	3
COc1ccc(CCN2C(=O)CC(NNC(=O)c3cccc(O)c3)C2=O)cc1 (stereo not given)	-2	.	.	1	-3	1	5	.
CN(C)C(=O)N1CCC(C(=O)N2CCCC(C(=O)c3cccc4ccccc34)C2)CC1 (stereo not given)	.	0.5	1	.	.	10	.	1
CN(CCN(C)C(=O)c1[nH]cnc1C(=O)Nc1ccccc1)C(=O)c1[nH]cnc1C(=O)Nc1ccccc1	3	.	-47	0	-1	.	-3	1
Nc1nnc(-c2cccc([N+](=O)[O-])c2)s1	.	.	-13	-5	.	-3	.	0
CCOC(=O)c1cnn(-c2cc(Oc3ccccc3)ncn2)c1N	-10	.	.	-6	2	4	-6	.
COc1ccc(S(=O)(=O)N2CCC(C(=O)N[C@H](C(=O)NCc3ccncc3)C(C)C)CC2)cc1	1	.	-1	1	7	-4	4	0
CCCn1cnnc1CNC(=O)C1CCC(=O)N(CCc2ccc(OC)cc2)C1 (stereo not given)	-15	.	-4	4	-1	-9	1	-4
O=C(Nc1ccc2nc(N3CCOCC3)sc2c1)c1ccc(F)cc1	0	0.3	2	.	4	0	2	-9
CC(=O)NCCc1nc2cc(NS(=O)(=O)c3ccccc3)ccc2n1C	-4	-0.4	-5	-6	-7	-6	7	1
O=C1CC(Cc2ccc(Cl)cc2)C(=O)N1c1ccccn1 (stereo not given)	1	.	.	0	7	3	-2	.
O=C(COC(=O)/C=C/c1ccc(C(F)(F)F)cc1)NCCC1=CCCCC1	3	-0.2	6	-4	-11	12	2	-1
O=S(=O)(c1ccc2c(c1)OCCO2)N1CCCN(S(=O)(=O)c2c(F)cccc2F)CC1	-1	-0.1	-24	2	-4	1	-9	-1

Overlap with the part before: three entries, followed by the next part.
SMILES	Cneo AK release	E-sel inducer	RAD52 anneal inh	miR122 inh	RAD54 inh	PGC1a acetyl inh	PglD inh	ERAP1 inh
O=C1CC(Cc2ccc(Cl)cc2)C(=O)N1c1ccccn1 (stereo not given)	1	.	.	0	7	3	-2	.
O=C(COC(=O)/C=C/c1ccc(C(F)(F)F)cc1)NCCC1=CCCCC1	3	-0.2	6	-4	-11	12	2	-1
O=S(=O)(c1ccc2c(c1)OCCO2)N1CCCN(S(=O)(=O)c2c(F)cccc2F)CC1	-1	-0.1	-24	2	-4	1	-9	-1
COC(=O)C[C@H]1CC[C@@H]2[C@H](COc3ccc(NC(=O)c4cccc(OC)c4)cc3C(=O)N2C)O1	-9	-0.1	5	4[16.7 µM]	2	0	1	3
Cc1cccc(C(=O)Nc2cc(C)ccc2NC(=O)COc2ccccc2)c1	-5	.	.	-1	0	-10	2	.
CCCC1OC23CCCCC2C(C#N)(C(=N)O3)C1(C#N)C#N (stereo not given)	3	.	.	-11	-42	11	-3	.
COc1ccc(NC(=O)N(C)C[C@@H]2Oc3c(NC(=O)c4cnccn4)cccc3C(=O)N([C@@H](C)CO)C[C@@H]2C)cc1	-3	.	-24	-3[16.7 µM]	3	1	7	-2
COc1ccc2c3c([nH]c2c1)[C@H](CO)N(Cc1ccccc1)CC31CN(S(=O)(=O)c2ccc(C)cc2)C1	.	0.9	-13	.	.	0	.	-6
COc1ccc(NC(=O)N2[C@@H]3CNC[C@H]2C3c2ccc(/C=C/c3ccccc3)cc2)cc1 (stereo not given in full)	.	0.0	55*	.	.	6	.	-3
COc1ccccc1NC(=O)N1CCCCN2[C@H](C1)[C@@H](c1ccc(-c3cccc(F)c3)cc1)[C@@H]2CO	0	-0.2	-9	-5[16.7 µM]	-6	-5	5	-1
CCOC(=O)c1c[nH][nH]c1=O	-2	-0.1	-7	.	-1	.	-4	3
CNC[C@H]1Oc2cc(C#Cc3cccnc3)ccc2S(=O)(=O)N([C@H](C)CO)C[C@@H]1C	1	-0.1	1	-6[16.7 µM]	-7	-3	0	2
COCc1cc(=O)n2[nH]c(C)c(-c3ccc(Cl)cc3)c2n1	-1	-0.1	-5	.	-1	9	5	2
CC(=O)c1ccc(Nc2nc(C(C)N)cs2)cc1 (stereo not given)	3	0.2	4	5	20	.	-4	-2
CN1CCN(C(=O)C[C@H]2C=C[C@H](NC(=O)Nc3ccccc3F)[C@H](CO)O2)CC1	-6	-0.1	-7	.	-8	8	-5	-4
Cc1c(N)cccc1N	-9	.	6	-4	-1	-5	4	4
CCCc1nc(SCC(=O)Nc2nnc(SCC)s2)c2c(=O)n(C)c(=O)n(C)c2n1	-1	-0.6	2	-1	4	-11	2	7
Cc1cccc(C(=O)NNC(=O)C23CC4CC(CC(C4)C2)C3)c1O	2	0.0	-16	-1	1	.	5	6
CC(=O)c1c(C)nc(-c2ccc(OCC(=O)Nc3ccc(F)cc3)cc2)n1O	1	4.6	-7	5	-3	.	0	1
C=CCn1c(SCC#N)nc2c(c1=O)C(C)(C)Cc1ccccc1-2	-5	.	.	2	7	-46	4	.
C/C(CC(=O)C(F)(F)F)=N\NC(=O)/C(C#N)=C/N(C)C	2	.	-8	-21	-6	-1	2	3
Cc1cc(C)cc(N(CC(=O)NC2CCCC2)C(=O)CCC(=O)Nc2cc(C)on2)c1	2	6.3	4	14	-3	2	1	-1
C#Cc1ccc(CN2CCN(CCc3ccccc3)C(CCO)C2)cc1 (stereo not given)	-4	0.1	-16	6	0	-14	-3	-1
Cc1[nH]c2ccccc2c1C(=O)COC(=O)c1ccc([N+](=O)[O-])s1	-3	.	2	-16	9	19	-3	2
Cc1noc(C)c1NC(=O)N(C)C[C@@H]1Oc2c(NC(=O)C3CCOCC3)cccc2C(=O)N([C@H](C)CO)C[C@@H]1C	4	0.1	-5	-22[16.7 µM]	-3	7	3	0
CC1CN(C(=O)c2ccc(COCC(F)(F)F)o2)CC(C)O1 (stereo not given)	-1	.	.	0	-11	2	3	.
Cc1cccc(OC(=O)Cn2c(C(F)(F)F)nc3ccccc32)c1	1	.	.	-6	-3	-13	-3	.
Cc1ccc(NC(=O)CSc2nnc(CNC(=O)c3cccs3)o2)c(C)c1	-1	.	-6	22	1	.	-11	5
CCOc1ccc(N2CC(C(=O)Nc3ccc(S(=O)(=O)Nc4nccs4)cc3)CC2=O)cc1 (stereo not given)	4	-0.2	-2	.	12	.	1	-1
CCCc1c(C(=O)N/N=C/c2ccc(OCc3ccc(F)cc3)cc2)nnn1-c1nonc1N	1	0.3	-21	6	4	7	4	0
CS(=O)(=O)c1nc(-c2ccc(Br)cc2)n[nH]1	0	0.0	-13	4	2	.	4	-5
CCCN(CCC)CCCNC(=O)c1cc2c(=O)n(C)c3ccccc3c2n1C	1	-0.3	16	-7	?	.	-3	.
N#Cc1cccc(-c2ccc3c(c2)[C@H]2[C@H](CCN2Cc2ccc4c(c2)OCO4)[C@H](CO)N3)c1	-22	-0.1	15	-6[16.7 µM]	-8	2	-1	0
COc1ccc(CCNC(=O)C(=O)NCC2OCCN2S(=O)(=O)c2ccc3c(c2)OCCO3)cc1 (stereo not given)	5	-1.1	-48	.	-8	.	2	1
O=C(Cc1ccc(Br)cc1)Nc1ccccc1Sc1ccccc1	0	.	.	0	-1	-25	-4	.
CCCN(C(=O)CSc1nc(C2CC2)n(-c2ccccc2)n1)C1CCS(=O)(=O)C1 (stereo not given)	2	.	-6	18	-8	-8	2	-4
CC1(C)Cc2c(c(-c3ccco3)[nH]c(=O)c2C#N)CO1	-2	.	.	1	-30	14	-2	.
O=C(NCC1CCCO1)c1ccc2c(=O)n(CC3CCCO3)c(=S)[nH]c2c1 (stereo not given)	-1	.	.	2	8	-9	-1	.
OCC1OC(n2nnc3ccccc32)C(O)C(O)C1O (stereo not given)	1	.	.	1	3	2	-2	.
COc1cc(NC(=O)c2ccccc2)c(C)cc1NC(=O)CC(CC(=O)O)c1ccccc1 (stereo not given)	-4	-0.1	-9	1	1	12	-2	-1
CCCc1cn(CC[C@H]2CC[C@H](NC(=O)Nc3ccc4c(c3)OCO4)[C@@H](CO)O2)nn1	-2	-0.3	-7	.	5	28	2	1
Cc1cc(C(=O)Nc2cccc3c2O[C@@H](CN(C)Cc2ccc(C(F)(F)F)cc2)[C@H](C)CN([C@@H](C)CO)C3=O)n(C)n1	6	-10	31	22[16.7 µM]	7	4	2	0
C[C@@H]1CCCCO[C@H](CN(C)Cc2ccc(C(=O)O)cc2)[C@@H](C)CN([C@@H](C)CO)C(=O)c2cc(NS(=O)(=O)c3cccs3)ccc2O1	-2	-0.2	-3	-1[16.7 µM]	2	7	-2	0
CCc1cc(C(=O)NC(C)C2CCCO2)cs1 (stereo not given)	4	1.0	-3	0	-6	.	5	-2
CC(C)CC#Cc1cnc2c(c1)C(=O)N([C@@H](C)CO)C[C@@H](C)[C@@H](CN(C)C(=O)Cc1ccncc1)O2	-3	0.2	1	2[16.7 µM]	-5	-16	6	1
O=C(COC(=O)CN=C1NS(=O)(=O)c2ccccc21)Nc1ccccc1OC(F)F	.	-0.1	7	.	.	10	.	-1
CC1(O)N(Cc2ccccc2)C(=O)OC12CCCCC2 (stereo not given)	0	.	18	0	-2	-1	4	-1
CCCCn1c(CN(C)Cc2ccccc2)nc2c1c(=O)n(C)c(=O)n2C	1	.	.	-12	-9	.	1	.
CCCC(=O)Nc1ccc2c(c1)C(=O)N(C)C[C@@H](OC)[C@H](C)CN(C(=O)c1ccccc1F)[C@@H](C)CO2	0	-0.1	-3	-4[16.7 µM]	-7	6	0	-1
COCCCN1C(=O)c2ccc(C(=O)NCc3ccco3)cc2C1=O	2	.	.	-8	-3	-2	-4	.
O=C(C1CC1)N1C[C@@H]2[C@H](c3ccccc31)[C@H](CO)N2C(=O)c1ccccc1	-1	0.3	-3	14[16.7 µM]	-3	2	0	0
COC(=O)c1ccc(-c2sc3nc(N4CCOCC4)c4c(c3c2N)CC(C)(C)OC4)o1	0	.	.	1	-2	2	-2	.
Cc1cccc(NC(=O)c2ccco2)c1C	2	0.0	5	.	-3	.	1	1
